ELG1 repair inh – ELG1-dependent DNA repair inhibition; HEK293T ELG1-luciferase reporter, luminescence, 16 h; DNA damage induced by 5-fluorouridine; Potency, µM (top dose mostly 46.1 µM), for the others: top-dose activity change, negative = inhibition, hits mostly inhibitors; AID 504467; 2.3% of 330,000 active; also: potency is read from the fitted curve at half-maximal effect; % is scaled to controls: 0 for no effect and ±100 for the full control effect; nearly all actives have a fitted effect of over 55% in size
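Reporter activity after DNA damage by 5-fluorouridine is monitored. Compound-treated cells incubate 16 hr at 37 °C, then ONE-Glo is added for 30 min before luminescence reading.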
Eya2 inh – blocks the phosphatase activity of human Eya2 | O00167 | AID 488837 | recombinant Eya2, OMFP fluorescence dephosphorylation (OMFP is methylfluorescein phosphate) | 0.006% of 330,000 active | Potency, µM (titrated, usually from 76.9 µM), for the others: at the highest dose activity, negative = inhibition, usual class: inhibitors; also: potency is read from the fitted curve at half-maximal effect; % is scaled to controls: 0 for no effect and ±100 for the full control effect
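Eya2 protein (added as 0.2 uM solution) was preincubated with compound for 10 min at ambient temperature in 50 mM HEPES pH 7.5, 50 mM NaCl, 5 uM MgCl2, 0.05% BSA, 1 mM DTT. OMFP (added at 50 uM) then reacted 10 min; fluorescence read at 485/525 nm.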
Mito fusion yeast – mitochondrial division inhibition or fusion activation; Potency, µM (top dose mostly 46.1 µM), for inactives: at the highest dose growth rescue (activation), actives largely listed as activators; S. cerevisiae fusion-defective mutant growth rescue, CellTiterGlo 48 h; 0.23% of 320,000 active; AID 485298;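 also: potency is read from the fitted curve at half-maximal effect; % of control where 0% means no effect; nearly all actives have a fitted effect of over 45% in size; temperature-sensitive fusion mutants such as fzo1-1 at 37 °C on non-fermentable ethanol glycerol medium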
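Yeast fusion mutant, YPEG (non-fermentable carbon), compound, 48 h at 37C non-permissive; CellTiterGlo added, 10 min RT, luminescence read. Rescued growth = division inhibition.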
USP2a block – USP2a (human) protease inhibition | O75604 | USP2 core, Ub-CHOP2 coupled fluorogenic reporter, 485/531 | Potency, µM (titrated, usually from 38.3 µM), for inactives: at the top dose activity change, negative = inhibition, most hits filed as inhibitors | 0.01% of 330,000 active | AID 463254;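 also: potency is read from the fitted curve at half-maximal effect; plate controls were DMSO wells for no effect and full inhibition by NEM control for full effect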
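Deubiquitinase activity read as fluorescence (485/531 nm) after Ub-CHOP2 cleavage activates the enterokinase reporter on its substrate; USP2 core 10nM, Ub-CHOP2 and substrate 25nM each, 30min compound preincubation then 60min RT; data normalized to NEM, curves fitted.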
TSG101-PTAP inh – blocks PTAP/TSG101 interaction to inhibit HIV-1 budding. Q99816. Fluorescence polarization, FITC-PTAP peptide / Tsg101 binding. Potency, µM (titrated, usually from 115 µM), without a hit: top-dose activity change, negative = inhibition, hits mostly inhibitors. 340,000 tested, under 10 active. AID 493005; active = well fitted inhibition curve with a large enough effect in the main read-out, with a control signal flat, not every such curve was filed as active; inconclusive = small, poorly fitted or top-dose-only effect, or effect the other way, or a change in a side signal; inactive = no such curve, though single readings can be large or run the other way; also: potency is read from the fitted curve at half-maximal effect; % of control where 0% means no effect
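Tsg101 binding domain (10 uM final) was mixed with compound and a FITC-labeled PTAP peptide (50 nM final) in HEPES pH 7.5 buffer with NaCl, Tween 20, EDTA and TCEP; fluorescence polarization was read after 20 min at r.t.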
uPA surface inh – cell surface uPA generation inhibition; cell surface uPA generation assay, qHTS; Potency, µM (series often up to 38.3 µM), for the others: top-dose activity change, negative = inhibition, most hits filed as inhibitors; 0.31% of 330,000 active; AID 540303; active = well fitted inhibition curve with a large enough effect; inconclusive = small, poorly fitted or top-dose-only effect; inactive = no such curve, though single readings can be large or run the other way; tested in mouse RAW 264.7 cells; also: potency is read from the fitted curve at half-maximal effect; % is scaled to controls: 0 for no effect and ±100 for the full control effect; nearly all actives have a fitted effect of over 55% in size
Chronic BCR inh – chronic active BCR signaling inhibition. ABC-DLBCL IkBa-CBG/CBR reporter, luminescence ratio, 4 h. Potency, µM (highest dose often 46.1 µM), for the others: top-dose ratio change, negative = lower green/red ratio, actives largely listed as inhibitors. 0.05% of 340,000 active; active = well fitted inhibition curve with a large enough effect in the signal ratio, with a control signal flat, not every such curve was filed as active; inconclusive = small, poorly fitted or top-dose-only effect, or effect the other way, or a change in a side signal; the % refers to the signal ratio;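 also: potency is read from the fitted curve at half-maximal effect; plate controls were basal doxycycline-induced cells for no effect and cells given 10 µM MG132 for full effect; MG132 reads +100%, hits lower the ratio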
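TMD8 human ABC-DLBCL cells with doxycycline-inducible IκBα–green luciferase fusion and unfused red luciferase, in 0.5% FBS medium; compounds up to 46 uM, 4 h at 37C. Green/red luminescence ratio, filter-overlap corrected, fitted to concentration-response curves.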
TSHR antagonist – antagonists of human thyroid stimulating hormone receptor; AID 504810; 0.2% of 330,000 active; activity change, negative = inhibition, % at 11.5 µM; TSHR-expressing cells, TSH-stimulated cAMP HTRF, 2 h; hits give low values;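 active = activity change below a set negative limit, meaning inhibition stronger than a set level, cut at about -70% in these data; inconclusive = activity change between two set negative limits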; also: % is scaled to controls: 0 for no effect and ±100 for the full control effect
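Cell-based HTRF cAMP assay; TSHR cells + compound, TSH EC80 (4nM final), 2 h, 37 deg C. Lysis with anti-cAMP cryptate and cAMP-d2, 30 min RT, read 665/620 nm.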
TCR act – activates T cell receptor signaling | primary human leukocytes, anti-CD3, IL-2 HTRF, 48 h | Potency, µM (doses to about 9.22 µM), for the others: at the top dose activation of IL-2 secretion, actives largely listed as activators | 330,000 tested, under 10 active; also: % of control where 0% means no effect
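TCR engagement came from a-CD3 beads alone, with compounds added to primary human leukocytes for 48 hr. Secreted IL-2 bridged europium cryptate- and d2-labelled anti-IL-2 antibodies, giving FRET emission at 665nm after 320nm excitation.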
B2AR arrestin – agonists driving beta-arrestin recruitment to human beta2-adrenergic receptor | 0.02% of 330,000 active | Potency, µM (doses to about 46.1 µM), for the others: top-dose activation, hits mostly activators | beta-arrestin recruitment to beta2AR, cell-based reporter;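 also: potency is read from the fitted curve at half-maximal effect; 0% = DMSO controls and full agonism = EC100 isoproterenol or metaproterenol; nearly all actives have a fitted effect of over 65% in size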
Target sequence (P07550 whole entry, looked up): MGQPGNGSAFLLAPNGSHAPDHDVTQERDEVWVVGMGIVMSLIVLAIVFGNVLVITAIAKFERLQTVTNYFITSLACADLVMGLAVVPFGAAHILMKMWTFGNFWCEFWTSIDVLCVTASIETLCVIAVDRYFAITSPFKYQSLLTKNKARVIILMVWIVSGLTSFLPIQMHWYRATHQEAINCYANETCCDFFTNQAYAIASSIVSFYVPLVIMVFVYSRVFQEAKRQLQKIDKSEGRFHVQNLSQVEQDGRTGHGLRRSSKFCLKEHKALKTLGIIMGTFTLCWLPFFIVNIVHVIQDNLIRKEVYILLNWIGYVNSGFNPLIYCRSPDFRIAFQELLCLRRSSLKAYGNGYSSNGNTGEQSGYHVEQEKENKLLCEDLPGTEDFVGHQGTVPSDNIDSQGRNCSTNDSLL
Tb PFK block – inhibitors of T. brucei phosphofructokinase | Potency, µM (top dose mostly 57.5 µM), without a hit: at the top dose activity, negative = inhibition, usual class: inhibitors | 0.17% of 330,000 active | T. brucei PFK, ADP-Glo luminescence;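 also: potency is read from the fitted curve at half-maximal effect; 0% = uninhibited 1x PFK enzyme wells and -100% = no-enzyme wells; nearly all actives have a fitted effect of over 60% in size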
Target sequence (O15648 whole entry, looked up): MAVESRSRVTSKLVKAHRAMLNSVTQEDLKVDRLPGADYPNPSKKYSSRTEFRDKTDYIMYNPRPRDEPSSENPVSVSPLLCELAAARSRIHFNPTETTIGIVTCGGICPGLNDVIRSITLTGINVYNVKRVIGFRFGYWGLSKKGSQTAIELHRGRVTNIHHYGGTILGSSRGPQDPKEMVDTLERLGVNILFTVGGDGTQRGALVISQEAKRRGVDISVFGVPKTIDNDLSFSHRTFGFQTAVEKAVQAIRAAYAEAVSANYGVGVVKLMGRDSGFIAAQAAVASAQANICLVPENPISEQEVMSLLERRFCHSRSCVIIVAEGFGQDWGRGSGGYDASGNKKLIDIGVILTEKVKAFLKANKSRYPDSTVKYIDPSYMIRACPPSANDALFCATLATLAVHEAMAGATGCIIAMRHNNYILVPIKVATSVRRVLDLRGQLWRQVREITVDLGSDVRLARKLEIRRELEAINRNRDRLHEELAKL
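Compounds were pin-transferred as a titration series up to 57 uM into substrate buffer (0.5 mM F6P, 0.1 mM ATP, pH 8.0), then 1.25 nM PFK was added and reactions ran 45 min before ADP-Glo detection.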
An asterisk follows results filed as active; ? = inconclusive; nt = not tested or not shown; & = joins results of further samples; [ ] = remark or other dose. Unless noted, calls follow the shape of the dose curve; as a rule, active = well fitted curve in the direction sought with a large enough effect; inconclusive = small, poorly fitted or top-dose-only effect, or another doubt; inactive = no such curve, though single readings can be large; an effect the other way counts as inactive or inconclusive.

SMILES	ELG1 repair inh	Eya2 inh	Mito fusion yeast	USP2a block	TSG101-PTAP inh	uPA surface inh	Chronic BCR inh	TSHR antagonist	TCR act	B2AR arrestin	Tb PFK block
c1ccc(-c2nc3ccccc3s2)nc1	?	-2.0%&-8.4%	2.2%&-0.3%	0.4%&2.1%	-4.3%&-3.8%	-3.9%&-7.6%	11.1%&14.0%	-0.6&6.4	2.7%&3.8%	-0.4%&-0.1%	-6.6%&-5.1%
C=CCSC1=Nc2sccc2C2=NC(=O)CN12	9.8%	?	1.7%	-0.2%	-0.6%	-7.8%	17.0%	-15.3	2.7%	-0.1%	2.6%
O=C(N[C@@H](c1ccccc1)[C@@H]1C[C@H]1C(=O)NCc1ccccn1)OCc1ccccc1	14.9%	6.0%	-1.7%	3.5%	-0.7%	8.6%	0.8%	8.9	-1.4%	-1.7%	3.4%
CCC(C)Sc1nnc(NC(=O)C2CCN(C(=O)c3ccco3)CC2)s1 (stereo unspecified)	-7.6%	-5.5%	0.0%	2.1%	-4.5%	8.2%	9.0%	4.6	7.8%	0.1%	0.1%
O=c1c2ccccc2[nH]c(=S)n1CCN1CCCC1	7.4%	-7.0%	-2.6%	1.3%	-2.1%	0.9%	-0.3%	-0.1	4.0%	0.1%	6.0%
Cc1nn(CC(=O)N2N=C(C(F)F)CC2(O)C(F)F)c(C)c1[N+](=O)[O-] (stereo unspecified)	-2.7%	3.4%	-2.6%	5.0%	-4.2%	-1.6%	0.3%	4.1	-6.4%[46.1 µM]	-0.2%	-3.9%
O=C1NC2(CCCC2)C(=O)N1CCS(=O)(=O)Oc1ccccc1	-1.7%	-9.8%	-4.0%	-1.7%	-2.4%	-1.1%	0.9%	-3.4	8.2%	-0.2%	9.6%
O=C(O)c1cnc(-c2ccccc2)nc1Sc1ccc(Cl)cc1	?	4.9%	5.3%	1.2%	-3.6%	4.0%	-1.1%	-8.4	nt	0.0%	5.8%
C/C=C\C(=O)Nc1cccc(C2=NOC3(C2)C[C@@H](C(N)=O)N(C(=O)CCCCC)C3)c1 (stereo partly specified)	9.0%	-1.2%	3.8%	8.1%	-9.7%	12.1%	-4.0%	-2.5	-37.1%	-0.5%	2.9%
COc1ccc(C(=O)Nc2cc(OC)c(Cl)cc2Cl)cc1	24.8%	19.3%	-4.4%	-2.5%	2.4%	-11.0%	-0.6%	-14.7	-2.2%	-0.1%	-2.7%
Cc1nnc(SCc2cc(=O)oc3cc(O)ccc23)n1Cc1ccccc1	0.1%	4.6%	1.3%	2.5%	-2.0%	4.6%	-0.1%	3.3	-0.2%[46.1 µM]	-0.6%	-0.8%
COc1ccc(C(C(=O)NCC2CCCO2)N(C(=O)CNC(=O)c2cccs2)c2ccccc2)cc1OC (stereo unspecified)	-1.1%	-17.3%	2.0%	1.2%	-0.8%	-0.5%	1.9%	0.1	-0.9%	0.1%	2.8%
COC(=O)c1c(NC(=O)CN2CCC(C(N)=O)CC2)c2c(C)cccc2n1C	?	-3.5%[15.4 µM]	-0.3%	5.0%	-2.0%	-1.7%	-0.4%	-9.8	-0.8%	-0.7%	1.7%
COC(=O)c1cc(Cl)c(NC(=O)/C=C/c2ccc(Cl)cc2Cl)cc1OC	0.0%	1.3%	-0.5%	0.9%	-3.8%	nt	0.7%	8.1	nt	-0.1%	-4.1%
Cc1cccc(OCCSc2nc3ncnc(N)c3[nH]2)c1	5.3%	0.4%	24.2%	-6.3%	-1.7%	7.1%	?	15.6	-0.7%	-0.1%	1.7%
Cc1ccc(NC(=O)CCC(=O)c2cccs2)cc1	12.5%	5.7%	-1.0%	4.2%	0.4%	-0.2%	-2.4%	-0.2	-8.3%	0.1%	2.7%
COC(=O)CN1C(=O)COc2ccc(S(=O)(=O)NCc3ccccc3)cc21	?	-6.6%	19.7%	1.2%	-1.1%	20.2%	0.3%	4.2	15.4%	-0.1%	0.3%
CN(Cc1nc2ccccc2c(=O)[nH]1)C(=O)COc1ccccc1Cc1ccccc1	-17.0%	-20.2%	25.1%	-9.3%	-4.4%	13.6%	?	-4.3	6.0%	-0.3%	-9.6%
Nc1ccc2oc(-c3ccccc3Cl)nc2c1	?	-3.5%	0.1%	2.0%	1.1%	-5.3%	?	9.2	1.4%[46.1 µM]	-0.6%	2.8%
Cc1ccc(C2(c3noc(CN(C)Cc4ccccn4)n3)CCCC2)cc1	-12.1%	-1.5%	-0.6%	2.2%	-0.3%	7.5%	6.7%	-6.2	0.6%	2.8%	-1.9%
CCn1ccnc1CN(C)C(=O)C1CCC(=O)N(Cc2cccc(C(F)(F)F)c2)C1 (stereo unspecified)	8.7%	-5.5%	5.5%	-0.2%	-4.9%	-0.3%	-0.3%	15.3	0.8%	-0.8%	-19.3%
COc1ccc(NC(=O)CN(C2CCCCC2)S(C)(=O)=O)cc1OC	9.4%	12.1%	-1.8%	1.5%	-3.6%	4.9%	-13.4%	4.3	-7.9%	0.2%	20.1%
COc1ccc(C(c2sc3ncnn3c2O)N2CC(C)OC(C)C2)cc1OC (stereo unspecified)	?	-13.4%	-1.6%	1.1%	-5.7%	2.7%	?	7.7	2.1%[46.1 µM]	0.4%	0.0%
CC1Cc2ccccc2N1C(=O)CSc1nnc(N)s1 (stereo unspecified)	1.3%	8.4%	0.6%	-1.9%	-5.3%	-2.6%	5.6%	-10.6	-2.2%	-0.4%	-0.7%
CC(CN1CCOCC1)OC(=O)C1COc2ccccc2O1 (stereo unspecified)	15.8%	-2.6%	5.8%	-0.3%	-7.0%	4.3%	?	-2.4	-3.5%	-0.2%	-7.5%

More records
SMILES	ELG1 repair inh	Eya2 inh	Mito fusion yeast	USP2a block	TSG101-PTAP inh	uPA surface inh	Chronic BCR inh	TSHR antagonist	TCR act	B2AR arrestin	Tb PFK block
Cn1c(N)c(Sc2ccc(F)cc2)c(=O)n(C)c1=O	0.0%	3.7%	-4.6%	4.1%	0.5%	15.8%	4.2%	-8.2	2.8%	0.4%	-0.5%
CCn1c(=O)c(C(=O)Nc2ccccc2C)c(O)c2ccccc21	15.4%	-22.7%	0.0%	1.2%	-0.5%	nt	?	-9.1	0.5%[46.1 µM]	-0.7%	2.2%
O=C(NC1CCN(S(=O)(=O)c2ccc(F)cc2)CC1)c1ccco1	11.5%	-8.1%	-1.9%	-10.6%	-1.2%	-0.4%	0.6%	9.8	1.5%	-0.3%	-2.7%
COc1ccc(N(CC(=O)N/N=C/c2cc(OC)ccc2OC)S(=O)(=O)c2ccccc2)cc1	-27.2%	1.2%	-3.0%	-15.8%	-5.9%	-15.2%	-3.6%	-3.1	3.9%	0.3%	-23.1%
C=C1CCN([C@@H](C)C(=O)OCc2ccc(C)cc2)S(=O)(=O)c2ccccc21	-9.6%	-7.6%	-51.5%[inhibitor]	-1.8%	-5.7%	?	-5.3%	-7.8	-0.2%	-0.7%	9.1%
O=C1CN(C(=O)CSc2nncs2)c2ccccc2N1	2.7%	-2.2%	2.1%	-0.8%	-6.3%	-0.3%	3.5%	6.5	3.4%	0.0%	1.8%
Nc1ccc(C(=O)N2CCCC2)cc1	?	1.5%	-3.0%	-1.6%	-5.0%	2.6%	-19.5%	2.1	-0.6%[46.1 µM]	-0.1%	-0.4%
CCN(CC)c1ccc(/C=N/NC(=O)c2cccc(N3CCCC3=O)c2)cc1	?	2.5%	-0.3%	1.7%	1.7%	-6.7%	1.6%	-13.2	2.2%	0.8%	-0.5%
NC(=O)C1=C[C@@H](c2coc3ccccc3c2=O)C[C@@H](OCc2ccc(CO)cc2)O1	-0.2%	-5.0%	2.3%	1.9%	1.1%	7.0%	0.5%	-14.7	2.7%	-0.1%	-0.5%
CC(O)c1cccc(NC2=CC(=O)CC(C)(C)C2)c1 (stereo unspecified)	0.3%	2.1%	-1.5%	-3.8%	-1.6%	nt	-1.9%	1.4	13.5%	-0.6%	-0.9%
Cc1cc2c3c(c1C)C(=O)C(=O)N3C(C)(C)CC2C (stereo unspecified)	-6.4%	-6.3%	8.0%	0.4%	-6.7%	-5.7%	-20.5%	-11.3	-4.2%	-0.7%	-0.5%
